From PubChem
Tb PYK inh = inhibitors of Trypanosoma brucei pyruvate kinase. Potency, µM (series often up to 76.8 µM), for the others: at the highest dose activity, negative = inhibition, actives largely listed as inhibitors. Q57TT1. TbPYK enzyme, Kinase-Glo Plus ATP luminescence, 45 min. 410,000 tested, 0.12% active; active means well fitted inhibition curve with a large enough effect; further: nearly all actives have a fitted effect of over 50% in size
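Assay buffer: 50 mM TEA pH 7.2, 100 mM KCl, 10 mM MgCl2, 0.05% BSA, 0.01% Tween-20. Pyruvate kinase from T. brucei plus substrate met compound, then ADP (130 uM final). Luminescence was read post 45 min RT.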
Active calls of the source: *; [ ] = remark or other dose. On the % scale 0 is the no-effect control and ±100 the full control effect; potency means the concentration at half of the fitted maximal effect. An excerpt. The share of hits here may be higher or lower than overall.

SMILES	Tb PYK inh
Fc1ccc(-c2noc3ncnc(NCc4ccc(Cl)cc4)c23)cc1	5%
CC(=O)c1cccc(NC(=O)C2Cc3c(-c4ccccc4Oc4ccccc4)ccnc3O2)c1 (stereo unspecified)	-3%
Cc1ccccc1NC(=O)CSc1nc(-c2ccco2)nc2cc(=O)[nH]n12	-4%
CCOC(=O)C1CCCN(C(=O)c2ccc(C)c(NC(=O)c3nsc4ccccc34)c2)C1 (stereo unspecified)	5%
CCCn1cc(S(=O)(=O)c2cc(C)ccc2C)c(=O)c2cc(F)c(N3CCCCCC3)cc21	-4%
O=C(CSc1nc(=O)[nH]c2c1CCCC2)NCc1ccccc1	-2%
COC(=O)[C@]12CCCCC=C1N(Cc1ccccc1)C(=O)[C@H](CC(=O)N1CCCC1)C2	3%
COc1ccccc1CN1CCC(CNC(=O)c2cnn(-c3ccccc3Cl)c2C2CCN(C(=O)OC(C)(C)C)CC2)CC1	0%
COc1cccc(-n2c(=O)c3c4c(sc3n(Cc3ccccc3C#N)c2=O)CCCC4)c1	1%
C=CCN(CC=C)Cc1cc(=O)oc2cc(C)c(Cl)cc12	2%
CN(Cc1c(F)cccc1Cl)C(=O)COC(=O)Cn1cnc2ccccc2c1=O	-4%
Cc1cc(C)c2oc(C(=O)Nc3nc4ccc(Cl)cc4s3)cc(=O)c2c1	1%
Cc1ccc(OCC(=O)Nc2cccc(C(=O)OCc3cc(=O)n4c(C)csc4n3)c2)cc1	0%
CC(=O)N1c2ccc(S(=O)(=O)NCC3CCC(C(=O)Nc4cccc(C)c4C)CC3)cc2CC1C (stereo unspecified)	-1%
CC1(C(=O)NCCC#N)CCN1C(=O)C1(c2ccccc2)CCCC1 (stereo unspecified)	4%
CCC(CC)C(=O)OCc1cc(=O)n2nc(C3CC3)sc2n1	-1%
Cc1ccc(S(=O)(=O)NCCc2csc3nc(-c4ccccc4F)nn23)cc1C	-1%
C#CCN(C[C@H]1[C@H](OC(=O)Nc2c(C)noc2C)[C@H](OC(=O)Nc2c(C)noc2C)C[C@H]2C(=O)N(c3ccccc3)C(=O)[C@@H]12)S(=O)(=O)c1ccc(C)cc1	8%
CSc1ccc(CCNC(=O)c2ccc3c(c2)nc2n3CCC(C)C2)cc1 (stereo unspecified)	0%
COc1cccc(C(C)(O)c2nc(-c3cccc(C#N)c3)cs2)c1 (stereo unspecified)	-2%
N#Cc1ccc(-c2nc3c4ccccc4ccn3c2Cc2cccc(Cl)c2)cc1	-6%
O=C(CSc1ncc(CO)n1Cc1ccccc1)Nc1ccc(C(F)(F)F)cc1	-7%
Cc1ccc(NC(=O)c2ccc(NC(=O)N3CCSc4ncccc43)cc2)c(C)c1	3%[15.4 µM]
O=C(CSc1nc(-c2ccccc2)[nH]c1-c1ccc(F)cc1)NC1CCCC1	1%
COc1ccc(NC(=O)Cn2c(=O)n(Cc3ccco3)c(=O)c3cc(OC)c(OC)cc32)cc1	-9%
COC(=O)c1ccccc1NC(=O)c1cnc(Nc2ccc(OC)cc2)c2ccccc12	1%
Cc1ccc(NC(=O)CC2Nc3ccccc3NC2=O)cc1C (stereo unspecified)	-12%
COc1cccc(OC2(C)CCN(Cc3cccn3-c3nccs3)C2)c1 (stereo unspecified)	-4%
Cc1ccc(S(=O)(=O)N(CCc2ccccc2)CC(=O)Nc2ccccc2C)cc1	3%
Cc1ccc(-n2nc(C)c3c(C(=O)Nc4ccc(Br)c(C)c4)cc(C)nc32)cc1	-7%
CCCS(=O)(=O)c1nc(S(=O)(=O)c2ccc(C)cc2)c(N(C)Cc2ccccc2)s1	-7%
O=C(Nc1sc2c(c1C(=O)NCc1ccco1)CCCC2)c1cc(=O)c2cc(Cl)ccc2o1	0%
O=C(NCc1ccccc1Cl)c1ccc2c(c1)N(Cc1ccccc1)C(=O)c1ccccc1S2	3%
Cc1ccc(/C=C/C(=O)N2CCC(c3nc4ccccc4o3)CC2)cc1	1%
CCN(C)C1CN(Cc2cn(Cc3cccc(C(F)(F)F)c3)nn2)S(=O)(=O)C1 (stereo unspecified)	4%
CCOc1ccccc1C(=O)NCc1ccc2c(c1)CCN2C(C)=O	0%
CC(C)CCNC(=O)c1ccc(Cn2c(=O)c3cccn3c3cccnc32)cc1	-3%
CN1CCN(CCNC(=O)c2ccc(CS(=O)c3ccc(Br)cc3)o2)CC1 (stereo unspecified)	-1%
FC(F)(F)c1cc(Cl)c2nc(-c3cccc(Cl)c3)c(Cc3cccc(Cl)c3)n2c1	1%
COC(=O)[C@]12CCCCC=C1N(CCC1=CCCCC1)C(=O)[C@H](CC(=O)N1CCOCC1)C2	-3%

Part of the list above, field by field.
Cc1ccc(-n2nc(C)c3c(C(=O)Nc4ccc(Br)c(C)c4)cc(C)nc32)cc1
  Tb PYK inh: -7%
CCCS(=O)(=O)c1nc(S(=O)(=O)c2ccc(C)cc2)c(N(C)Cc2ccccc2)s1
  Tb PYK inh: -7%
O=C(Nc1sc2c(c1C(=O)NCc1ccco1)CCCC2)c1cc(=O)c2cc(Cl)ccc2o1
  Tb PYK inh: 0%

The results go on.
SMILES	Tb PYK inh
O=C(Nc1c(C(=O)N2CCN(c3ccc(F)cc3)CC2)oc2ccccc12)c1c(F)cccc1F	4%
CCCNC(=O)c1cnc2c(-c3ccc(OCC)c(OCC)c3)c(C)nn2c1-c1ccccc1	2%
CN(CC(=O)Nc1ccc(F)cc1)C(=O)c1ccc(-c2ccc(F)cc2)o1	7%
O=C(COC(=O)/C=C/c1ccccc1Cl)NC1CC1	-14%
Cc1oc2ncn(CC(C)C)c(=O)c2c1C(=O)Nc1cc(F)ccc1F	0%
O=C1NC[C@H](CCCCN2C[C@H](Cc3ccc(O)cc3)N(CCc3ccccc3)C(=O)C2=O)N(CC2CCCCC2)C1=O	-1%
Cc1ccc(-n2c(/C=C/c3ccccc3)nc3ccccc3c2=O)cc1Cl	-4%
COc1ccc(Cl)cc1C(=O)NCc1nc(-c2cccc(C)c2)no1	-13%
Cc1ccc(C(=O)Nc2cccc(-c3nc4cccnc4s3)c2C)cc1	5%
CCOC(=O)Cc1ccc(Nc2nc3cc(-c4sccc4C)sc3c(=O)n2C)cc1	0%
O=C(NCc1ccc(F)cc1)c1cc(-c2ccc(Cl)cc2)n[nH]1	-4%
C[C@H]1CN([C@@H](C)CO)C(=O)CCCn2nncc2CO[C@H]1CN(C)S(=O)(=O)c1ccccc1F	2%
Cc1ccc(S(=O)(=O)N(CC(=O)Nc2c(C)cccc2C)c2cccc(Cl)c2)cc1	-8%
Cc1ccc(/C=C/C(=O)OCC(=O)N(C)c2c(N)n(Cc3ccccc3)c(=O)[nH]c2=O)o1	-9%
Cc1nn(CCC(=O)N2CCN(c3ccccc3)CC2)c(C)c1S(=O)(=O)N1CCCC1	0%
Nc1ccn([C@@H]2O[C@H](C(=O)NCc3ccc4c(c3)OCO4)[C@@H](O)[C@H]2O)c(=O)n1	7%
COc1ccc([C@H]2C[C@@H](n3cc(C4CC4)nn3)[C@H](O)CN2C(=O)C2CCCCC2)cc1	3%
CC1CCN(c2csc3ccc(F)cc3c2=O)CC1	1%
Cc1ccccc1OCC(=O)Nc1ccccc1C(=O)OCc1cc(=O)n2c(C)csc2n1	0%
CCc1ccccc1N(C)S(=O)(=O)c1ccc2c(c1)C(C)(C)C(=O)N2C	4%
CC(C)c1ccc(NC(=O)CC2NCCNC2=O)cc1 (stereo unspecified)	-7%
COC(=O)c1ccccc1NC(=O)Cn1c(CCC(=O)O)ccc1-c1ccc(C)cc1	-1%
O=C(CCOc1ccccc1)N(Cc1cccnc1)c1nc2ccc(Cl)cc2s1	-7%
CCCCNc1ccc(C(=O)OCCN(CC)CC)cc1	4%
CC(C)C[C@H]1CN(CCCC[C@H]2CNC(=O)C(=O)N2CC2CCCCC2)C(=O)C(=O)N1CCc1ccccc1	2%
O=C(Cn1ncc2c1-c1ccccc1OC2)N1CCN(c2ccccc2F)CC1	-9%
CCc1ccc(NC(=O)N(Cc2ccc(C)cc2)Cc2cccn2-c2nnc(N3CCCC3=O)s2)cc1	-2%
O=C(CCSCc1cnn(-c2ccccc2)c1-n1cccc1)NCc1ccc(Cl)cc1	-5%
CCC(Sc1nc2ccccc2c2nc(-c3ccccc3)nn12)C(=O)Nc1cccc(OC)c1 (stereo unspecified)	-10%
C[C@]12CCC(=O)C=C1CC[C@@H]1[C@H]3CC[C@](C)(O)[C@@]3(C)CC[C@@H]12	-3%[157 µM]
CCc1nc2ccc(C(=O)N3CCN(C(=O)c4ccco4)CC3)cn2c1N(C)C(=O)COc1ccccc1	5%
COc1ccc(C(=O)Nc2onc3c2CCCC3)cc1	-7%
Cc1ccc(NC(=O)/C=C/c2ccc(Cl)cc2)c(Br)c1	0%
CCC(=O)Nc1cc(-c2nc3cc(C)cc(C)c3o2)ccc1C	-9%
COc1ccc(-c2noc(CCC(=O)N(C)c3cc(Cl)ccc3OC)n2)cc1	-3%
COc1ccc2c(c1)c(CC(=O)Nc1cc(C)c(OC)c(C)c1)c(C)n2C(=O)c1ccc(Cl)cc1	-9%
COc1cc(C=NC2CCCCC2)ccc1O	-12%
Cc1ccc(OCCCCn2c(-c3ccc(Cl)cc3)nc3ccccc3c2=O)cc1	-1%
COc1ccc(C2C=C(c3ccc(C)cc3)Nc3c(C(=O)Nc4ccccc4)cnn32)cc1 (stereo unspecified)	0%
COc1ccc(N2CC(NC(=O)COc3ccc4ccccc4c3)CC2=O)cc1 (stereo unspecified)	2%

The last four compounds of the section before open the next one:
SMILES	Tb PYK inh
COc1cc(C=NC2CCCCC2)ccc1O	-12%
Cc1ccc(OCCCCn2c(-c3ccc(Cl)cc3)nc3ccccc3c2=O)cc1	-1%
COc1ccc(C2C=C(c3ccc(C)cc3)Nc3c(C(=O)Nc4ccccc4)cnn32)cc1 (stereo unspecified)	0%
COc1ccc(N2CC(NC(=O)COc3ccc4ccccc4c3)CC2=O)cc1 (stereo unspecified)	2%
CC(=O)Nc1cccc(-c2csc(C(C)(O)c3ccc(F)c(F)c3)n2)c1 (stereo unspecified)	-4%
CCOc1ccc(NC(=O)Cn2c(=O)cc(C)c3c(C)nn(-c4ccc(CC)cc4)c32)cc1	5%
COc1ccc(-c2noc(-c3cccnc3N3CCN(c4ccc(OC)cc4)CC3)n2)cc1	7%
CNCc1cc(C)n(-c2cc(S(=O)(=O)N3CCOCC3)ccc2N2CCCC2)c1C	-14%
COc1ccc2[nH]c(=O)c(CN(C(=O)c3cccc(Cl)c3)c3cccc(C)c3)cc2c1	-1%
Cc1ccc(S(=O)(=O)c2nc(S(C)(=O)=O)sc2NCc2ccccc2)cc1	7%
O=c1oc2ccccc2cc1-c1cn2cc(Cc3cc(Cl)ccc3Cl)sc2n1	0%
Cc1c(-c2nnc(SCC(=O)Nc3ccc(Cl)cc3)o2)nnn1-c1ccc(F)cc1	1%
Cc1ccc(CN2C(=O)c3ccccc3C2c2nnnn2-c2ccc3c(c2)OCCO3)cc1 (stereo unspecified)	-6%
O=C(NCCCN1CCCCC1)c1ccc2c(c1)sc1nc(-c3ccc(F)cc3)cn12	2%
CCOC(=O)c1cc(NC(=O)c2ccc(C)cc2)c(=O)n2c1oc1ccccc12	3%
O=C1OC2C(O)C(O)OC2C1O (stereo unspecified)	-8%
Cc1ccc(S(=O)(=O)NC(=O)C2(C)CCN2C(=O)C2(c3ccc(Cl)cc3)CCC2)cc1 (stereo unspecified)	7%
O=C(NCc1ccccc1)c1cc(C2COCCN2C(=O)OCCF)on1 (stereo unspecified)	5%
CCOc1ccc(C(C)C)cc1S(=O)(=O)Nc1cccc(-c2ccc(N3CCOCC3)nn2)c1	0%
O.O=C([O-])CC([S-])C(=O)[O-].[Au+].[Na+].[Na+] (stereo unspecified)	-8%
CC1(C)OC(=O)C2=C(C[C@@H](C3CC3)O[C@H]2c2ccc(Cl)cc2)O1	-8%
CC(C)c1nc2ccc(C(=O)NC(C)c3ccccc3)cc2o1 (stereo unspecified)	-9%
Cc1ccc(CNC(=O)CCCCn2c(=O)c3ccccc3n(Cc3ccc(C)cc3)c2=O)cc1	1%
Cc1ccccc1-n1nc(C)c2c1NC(=O)CSC2c1ccccc1C(F)(F)F (stereo unspecified)	-4%

Quoted from the listing:
`Cc1ccc(CNC(=O)CCCCn2c(=O)c3ccccc3n(Cc3ccc(C)cc3)c2=O)cc1` in Tb PYK inh is entered as 1%
`CCOC(=O)c1cc(NC(=O)c2ccc(C)cc2)c(=O)n2c1oc1ccccc12` in Tb PYK inh is entered as 3%
`O=C1OC2C(O)C(O)OC2C1O` (stereo unspecified) in Tb PYK inh is entered as -8%
`Cc1c(-c2nnc(SCC(=O)Nc3ccc(Cl)cc3)o2)nnn1-c1ccc(F)cc1` in Tb PYK inh is entered as 1%
`Cc1ccccc1-n1nc(C)c2c1NC(=O)CSC2c1ccccc1C(F)(F)F` (stereo unspecified) in Tb PYK inh is entered as -4%
`O=C(NCCCN1CCCCC1)c1ccc2c(c1)sc1nc(-c3ccc(F)cc3)cn12` in Tb PYK inh is entered as 2%

More results.
SMILES	Tb PYK inh
CCN(CC)S(=O)(=O)c1ccc2c(c1)N(CC(=O)N1CCN(c3cc(Cl)ccc3C)CC1)C(=O)CO2	1%
FC(F)(F)c1cccc(Nc2nc3nonc3nc2Nc2ccc(Cl)cc2)c1	-1%
COc1ccc(NC(=O)CCS(=O)(=O)c2ccc3c(c2)n(C)c(=O)c(=O)n3C)cc1Cl	1%
Brc1ccc(-c2cn3cc(Cc4ccccc4)sc3n2)cc1	1%
COc1ccc(Cl)cc1NC(=O)CN1C(=O)COc2ccc(S(=O)(=O)NC3CCCC3)cc21	3%
Cc1ccc(C)c(N2CCN(C(=O)C3CCN(c4nc5ccc(C)cc5[nH]4)CC3)CC2)c1	-1%[15.4 µM]
CCOc1cc(OCC)cc(C(=O)N2CCC[C@H]2C(=O)N2CCC[C@H]2C(=O)N[C@H](C)c2ccccc2)c1	3%
COc1ccc(C(=O)N2CCC3(CCCN(Cc4ccccc4)C3)CC2)cc1	-6%
